# Compound activity (PubChem)
# Growth percent in the NCI-60 one-dose screen (48 h, 10 µM unless noted): 100 = growth as untreated, 0 = no growth, -100 = all killed.
# MCF7: MCF7 breast cancer; AID 1794796; 6.3% of 82,000 active
# SK-MEL-2: SK-MEL-2 melanoma; 4.7% of 77,000 active
# LOX IMVI: LOX IMVI melanoma | 7.4% of 79,000 active
# MALME-3M: MALME-3M melanoma; 5.8% of 78,000 active; AID 1794766
# HS 578T: HS 578T breast cancer. 4.1% of 78,000 active
# MDA-MB-231: MDA-MB-231 breast cancer. 5% of 81,000 active
# BT-549: BT-549 breast cancer; 4.4% of 78,000 active
# T-47D: T-47D breast cancer. 5% of 79,000 active. AID 1794792
# * marks the source's active call; other numbers are inactive results; . = not tested or not shown; & = joins results of further samples. Rule for the calls: active = growth percent below 10; inactive = the rest. No enrichment for hits; overall some 11% were active at least once.
[1] CC1=C(CCC(C)NCc2ccc(OCCCN3CCCCC3)cc2)C(C)(C)CCC1 (stereo unspecified)
[2] CN1CCN(CCCOc2cccc3nc(Nc4ccc(Cl)c(C(F)(F)F)c4)ccc23)CC1
[3] C#CCSc1ncnc2nc[nH]c12
[4] O=Cc1ccc(-c2ccc3c4c(cccc24)C(=O)N(N2C(=O)c4cccc5cccc(c45)C2=O)C3=O)cc1
[5] C[N+](C)(C)CCNC(=O)c1ccc(OCc2ccccc2)cc1
[6] Nc1c(C2CCCCC2)c(=O)on1C(=O)c1ccccc1
[7] O=C(O)[C@H](O)[C@@H](O)[C@H](O)[C@H](O)CO
[8] O=C1CSc2ccc3nsnc3c2N1

entry no.	1	2	3	4	5	6	7	8
MCF7	-58*	-67*	96	99	91	107	92	94
SK-MEL-2	-82*	.	88	119	107	134	.	110
LOX IMVI	-89*	-95*	98	.	99	104	97	89
MALME-3M	-80*	34	115	93	94	108	113	96
HS 578T	-53*	33	117	104	93	133	103	89
MDA-MB-231	-73*	-45*	95	92	97	111	100	94
BT-549	-64*	59	115	109	96	122	107	103
T-47D	-65*	16	111	108	105	114	90	121

[9] N#Cc1ccc(NC(=O)Nc2nc3ccc(OC(F)(F)F)cc3s2)cc1
[10] NCC1C2CCC(O2)C1CO (stereo unspecified)
[11] Cc1ccc(N=NN(C)N=Nc2ccc(C)cc2)cc1
[12] Cn1c(C#N)ccc1-c1ccc(F)c(NC(=O)c2ccc(F)cc2)c1
[13] Nc1c(I)cc(I)cc1C(=O)O
[14] CC(=O)Nc1c(Cl)cc(Cl)c2c1Cc1cc([N+](=O)[O-])ccc1-2
[15] N#CC1C(=O)NC(c2ccccc2[N+](=O)[O-])c2sc3c(F)cccc3c21 (stereo unspecified)
[16] CC(N)CC1CCCCC1 (stereo unspecified)

entry no.	9	10	11	12	13	14	15	16
MCF7	6.3*	97	86	49	92	77	23	99
SK-MEL-2	.	114	66	60	105	105	83	112
LOX IMVI	1.4*	102	75	70	98	77	91	96
MALME-3M	-7.9*	98	100	91	98	107	75	88
HS 578T	-0.8*	112	99	72	96	65	.	89
MDA-MB-231	-18*	108	69	74	100	84	76	106
BT-549	.	113	77	80	97	93	89	101
T-47D	-10*	99	97	60	96	71	2.5*	114

[17] CC1[C@H]2[C@H](C[C@H]3[C@@H]4CC=C5c6sc(Nc7ccc(Cl)cn7)nc6CC[C@]5(C)[C@H]4CC[C@@]32C)O[C@]12CC[C@@H](C)CO2 (stereo partly specified)
[18] COc1cc(/C=C/C(=O)c2c(C)nc3ccccc3c2C)ccc1OCCCCOc1cc2c(cc1OC)C(=O)N1CCC[C@H]1C=N2
[19] O=C(O)c1ccc(-c2nn(-c3ccc(C(F)(F)F)cc3)cc2CNc2cccc(F)c2)cc1
[20] CC([C@H]1CCC2C3CCC4C[C@@H](N)CC[C@]4(C)C3CC[C@@]21C)N(C)C (stereo partly specified)
[21] O=c1[nH]nc2c3c(cccc13)NC(CN1Cc3ccccc3C1)=N2
[22] O=C(CCc1ccccc1)c1ccccc1OCC(O)CN1CCCCC1 (stereo unspecified)
[23] O=S(=O)(Nc1ccc(NS(=O)(=O)c2ccccc2)c2ccccc12)c1ccccc1
[24] Cc1ccc(S(=O)(=O)NCCNc2nccc(-c3c(-c4cccc([N+](=O)[O-])c4)nc4sccn34)n2)cc1

entry no.	17	18	19	20	21	22	23	24
MCF7	77	-86*	93	49	87	89	93&100	35
SK-MEL-2	78	-100*	103	92	80	106	114&89	60
LOX IMVI	97	-92*	95	18	68	96	102&86	54
MALME-3M	114	-81*	131	5.9*	82	125	108&82	89
HS 578T	95	39	105	79	100	96	92&87	83
MDA-MB-231	86	-66*	103	58	88	79	111&101	73
BT-549	97	-65*	110	80	91	104	98&104	26
T-47D	71	-65*	89	56	79	100	106&99	14

# Complete entries, quoted from the list.
# Listed for Cn1c(C#N)ccc1-c1ccc(F)c(NC(=O)c2ccc(F)cc2)c1 : MCF7: 49; SK-MEL-2: 60; LOX IMVI: 70; MALME-3M: 91; HS 578T: 72; MDA-MB-231: 74; BT-549: 80; T-47D: 60
# Listed for O=S(=O)(Nc1ccc(NS(=O)(=O)c2ccccc2)c2ccccc12)c1ccccc1 : MCF7: 93&100; SK-MEL-2: 114&89; LOX IMVI: 102&86; MALME-3M: 108&82; HS 578T: 92&87; MDA-MB-231: 111&101; BT-549: 98&104; T-47D: 106&99

# Further records:
[25] C/C=C/c1nn2c(CCC(=O)c3nc4ccccc4[nH]3)nnc2s1
[26] Cc1cc(-c2cccc(S(=O)(=O)NC(=O)[C@@H](N)CC(C)C)c2)nc(N)n1
[27] CS(=O)(=O)c1ccc(-c2[nH]c3ccccc3c2/C=N/NC(N)=O)cc1
[28] Clc1ccc(N2COc3ccc4ccccc4c3C2)cc1
[29] CC(=O)Nc1nc(-c2ccc(N3CCCC(C)C3)c(NS(=O)(=O)c3cccc4c(N(C)C)cccc34)c2)cs1 (stereo unspecified)
[30] CC(=O)OCC1OC(OC2C(COC(C)=O)OC(n3cc(COc4ccc5ccc(=O)oc5c4)nn3)C(OC(C)=O)C2OC(C)=O)C(OC(C)=O)C(OC(C)=O)C1OC(C)=O (stereo unspecified)
[31] COC(=O)c1nc(-c2ccccc2)oc1S(=O)(=O)N(C)CCO
[32] N#Cc1c(NCc2ccc(F)cc2)oc(-c2ccccc2)c1-c1ccccc1

entry no.	25	26	27	28	29	30	31	32
MCF7	60	92	92	71	71	91	48	89
SK-MEL-2	91	110	95	80	.	113	82	94
LOX IMVI	84	99	96	29	97	104	72	94
MALME-3M	124	94	115	95	85	101	70	102
HS 578T	.	100	108	93	99	89	99	98
MDA-MB-231	65	100	93	72	77	101	78	92
BT-549	84	116	100	74	118	101	72	95
T-47D	75	103	90	61	60	103	44	75

# Continued; it opens with the four that closed the last part.
[29] CC(=O)Nc1nc(-c2ccc(N3CCCC(C)C3)c(NS(=O)(=O)c3cccc4c(N(C)C)cccc34)c2)cs1 (stereo unspecified)
[30] CC(=O)OCC1OC(OC2C(COC(C)=O)OC(n3cc(COc4ccc5ccc(=O)oc5c4)nn3)C(OC(C)=O)C2OC(C)=O)C(OC(C)=O)C(OC(C)=O)C1OC(C)=O (stereo unspecified)
[31] COC(=O)c1nc(-c2ccccc2)oc1S(=O)(=O)N(C)CCO
[32] N#Cc1c(NCc2ccc(F)cc2)oc(-c2ccccc2)c1-c1ccccc1
[33] CC(=O)C1=C(O)C=C2Oc3c(C(=O)/C=C/c4c(Cl)cccc4Cl)c(O)c(C)c(O)c3[C@]2(C)C1=O
[34] Cc1ccc2nc(NC(=O)CN3CCN(CCN4C(=O)c5cccc6cccc(c56)C4=O)CC3)sc2c1
[35] COc1ccc(C2=Nn3c(SCC(=O)c4ccc(F)cc4)nnc3SC2)cc1
[36] N#Cc1c(-c2cccs2)cc(-c2cnccn2)nc1SCC(=O)N/N=C/c1ccccc1
[37] CC1CCCCCCC1OC(=O)c1ccccc1C(=O)O (stereo unspecified)
[38] NC(=S)N/N=C(\c1ccc(F)cc1)C1CC1
[39] COC(=O)c1ccc(CN2C(=O)NC3(C2=O)c2ccccc2-c2ccccc23)cc1
[40] COc1cc(NC(=O)COc2cc(O)c3c(=O)cc(-c4ccccc4)oc3c2)cc(OC)c1OC

entry no.	29	30	31	32	33	34	35	36	37	38	39	40
MCF7	71	91	48	89	-11*	64	92	19	103	28	81	103
SK-MEL-2	.	113	82	94	-49*	100	96	103	.	90	85	107
LOX IMVI	97	104	72	94	-52*	66	101	-29*	102	.	83	100
MALME-3M	85	101	70	102	-68*	97	114	4.9*	.	.	89	.
HS 578T	99	89	99	98	-18*	86	85	41	100	91	89	121
MDA-MB-231	77	101	78	92	-63*	83	78	46	114	79	102	101
BT-549	118	101	72	95	-29*	83	92	15	114	120	73	108
T-47D	60	103	44	75	-20*	64	85	26	108	74	30	107

# Sorted by length of the SMILES (largest number first): part of the list above.
[40] COc1cc(NC(=O)COc2cc(O)c3c(=O)cc(-c4ccccc4)oc3c2)cc(OC)c1OC
[39] COC(=O)c1ccc(CN2C(=O)NC3(C2=O)c2ccccc2-c2ccccc23)cc1
[35] COc1ccc(C2=Nn3c(SCC(=O)c4ccc(F)cc4)nnc3SC2)cc1

entry no.	40	39	35
MCF7	103	81	92
SK-MEL-2	107	85	96
LOX IMVI	100	83	101
MALME-3M	.	89	114
HS 578T	121	89	85
MDA-MB-231	101	102	78
BT-549	108	73	92
T-47D	107	30	85

# Carrying on.
[41] Nc1ncnc2c1c(-c1ccc(Oc3ccccc3)cc1)nn2C[C@@H]1SSC[C@@H]1O
[42] Cc1ccc(-n2c(-c3ccccc3)c(-c3ccccc3)c3c(SCC(=O)N/N=C/c4ccc([N+](=O)[O-])cc4)ncnc32)cc1
[43] CC(=O)/C=N/Nc1ccccc1
[44] COc1ccc(-c2nn(-c3cccc(Cl)c3)cc2-c2c(C#N)c(=O)n3nc(-c4ccccc4C(=O)c4ccccc4)[nH]c3c2C#N)cc1
[45] C/C(=N\Nc1ncnc2cc(Cl)ccc12)c1ccc(-n2cc[n+](C)c2)nc1
[46] O=C(Nc1ccc(F)cc1F)c1cc(Br)ccc1O
[47] Cc1cc(=O)oc2cc(OCCCOc3ccc(/C=C/C(=O)Nc4ccc([N+](=O)[O-])cc4)cc3)ccc12
[48] COc1ccc(C2C(C#N)=C(N)N(c3ccc(F)cc3F)C3=C2C(=O)CC(C)(C)C3)cc1OC (stereo unspecified)

entry no.	41	42	43	44	45	46	47	48
MCF7	-4.4*	77	94	44	87	-1.1*	100	98
SK-MEL-2	-57*	104	105	65	97	-28*	106	103
LOX IMVI	-20*	85	110	43	94	17	98	102
MALME-3M	-7.4*	109	120	50	71	-30*	99	113
HS 578T	57	90	110	66	83	10	103	99
MDA-MB-231	52	79	109	64	85	-30*	107	93
BT-549	83	81	107	56	107	.	122	117
T-47D	-31*	77	97	63	99	-20*	90	97

[49] COc1ccncc1S(=O)(=O)NC(=O)Nc1ccc(Cl)c(Cl)c1
[50] Cc1ccc(-n2cnc3c(=O)[nH]cnc32)cc1[N+](=O)[O-]
[51] CCCCn1c(=O)c(/C=C/c2cc(/C=C/c3cc4cc(Cl)ccc4n(CCCC)c3=O)n(-c3ccc(F)cc3)n2)cc2cc(Cl)ccc21
[52] COc1cccc2nc(Nc3ccc(NC(=O)c4cccc(Cl)n4)cc3)ccc12
[53] C[C@]12CCC(=O)C=C1[C@@H](F)C[C@@H]1[C@@H]2[C@@H](O)C[C@@]2(C)[C@H]1CC[C@]2(O)C(=O)CO
[54] CCCCOc1nc2ccc(OC)cc2cc1/C=C/C(=O)/C=C(/C=C/c1cc2cc(OC)ccc2nc1OCCCC)OB(F)F
[55] O=C(Cc1c[nH]c2ccccc12)N=Nc1c(O)n(Cc2ccc(F)cc2)c2ccccc12
[56] COc1cc(NCC(=O)Nc2cc(Nc3ccc(C(F)(F)F)cc3)ncn2)c(Cl)c(OC)c1Cl

entry no.	49	50	51	52	53	54	55	56
MCF7	105	97	84	93	82	109	106	79
SK-MEL-2	93	105	.	89	103	101	96	88
LOX IMVI	65	96	95	96	99	101	92	97
MALME-3M	90	.	104	92	95	115	89	94
HS 578T	94	93	.	112	135	101	100	91
MDA-MB-231	100	106	103	112	92	114	89	94
BT-549	111	103	98	108	91	84	79	94
T-47D	78	109	90	90	106	88	68	72

[57] CC(C)(C)CC(C)(C)n1nnnc1C(Nc1ccc(F)cc1)c1cc2cccc3ccc4cccc1c4c32 (stereo unspecified)
[58] Cc1ccc(/C=c2\sc3nc4ccccc4n3c2=O)cc1
[59] Clc1nc(OCc2cn(Cc3ccccc3)nn2)nc(N2CCOCC2)n1
[60] O=C(CCN1C(=O)/C(=C/c2ccccc2)SC1=S)NCCCN1CCOCC1
[61] COc1ccc(-c2nc3ncccn3c2-c2nc3ccc(Br)cc3[nH]2)cc1
[62] Cc1ccc(-n2cc(-c3ccccc3)c3c(SCC(=O)NN)ncnc32)cc1
[63] C#CCN1C(=O)c2ccccc2N(CC#C)C12CCN(Cc1cn(CC(=O)Nc3ccccc3C(N)=O)nn1)CC2
[64] Cn1ccnc1C(=O)/C=C/c1ccc(CC(=O)Nc2nc3ccccc3s2)cc1

entry no.	57	58	59	60	61	62	63	64
MCF7	61	82	85	86	97	106	84	56
SK-MEL-2	.	134	113	108	84	89	99	103
LOX IMVI	80	107	.	91	.	100	87	69
MALME-3M	97	102	92	88	81	100	102	94
HS 578T	95	111	100	86	.	97	92	94
MDA-MB-231	78	102	101	92	73	93	90	100
BT-549	134	110	88	108	90	83	72	101
T-47D	74	95	82	70	78	75	77	90

[65] O=S(=O)(NCCCNc1cc(-c2cn(-c3ccccc3)nc2-c2ccccc2)ccn1)c1ccc(Cl)cc1
[66] CC(C)c1ccc(CN)cc1
[67] C=CCCCOC1[C@H](OCc2ccccc2)C(OCc2ccccc2)C(OC)O[C@@H]1CNC(=O)c1ccccc1 (stereo partly specified)
[68] C=CCc1ccc(OCC(=O)Nc2ccc3oc(=O)ccc3c2)c(OC)c1

entry no.	65	66	67	68
MCF7	60	106	74	99
SK-MEL-2	92	114	.	.
LOX IMVI	71	90	98	100
MALME-3M	77	103	89	98
HS 578T	77	105	81	92
MDA-MB-231	60	108	77	94
BT-549	69	92	87	93
T-47D	44	102	52	99
